KDM5B inhibitor: Primary screen for KDM5B Histone Demethylases FDH-coupled qHTS. KDM5B demethylase, FDH-coupled NADH fluorescence (FDH is formaldehyde dehydrogenase). actives 2.6% (n = 220,000). Potency, µM (series often up to 57.7 µM), without a hit: top-dose activity change, negative = inhibition, hits mostly inhibitors. Lysine-specific demethylase 5B (Homo sapiens), Q9UGL1; active means well fitted inhibition curve with a large enough effect; inconclusive means small, poorly fitted or top-dose-only effect; inactive means no such curve, though single readings can be large or run the other way; further: 0% is about no effect; nearly all actives have a fitted effect of over 70% in size
Target sequence (Q9UGL1 whole entry, looked up): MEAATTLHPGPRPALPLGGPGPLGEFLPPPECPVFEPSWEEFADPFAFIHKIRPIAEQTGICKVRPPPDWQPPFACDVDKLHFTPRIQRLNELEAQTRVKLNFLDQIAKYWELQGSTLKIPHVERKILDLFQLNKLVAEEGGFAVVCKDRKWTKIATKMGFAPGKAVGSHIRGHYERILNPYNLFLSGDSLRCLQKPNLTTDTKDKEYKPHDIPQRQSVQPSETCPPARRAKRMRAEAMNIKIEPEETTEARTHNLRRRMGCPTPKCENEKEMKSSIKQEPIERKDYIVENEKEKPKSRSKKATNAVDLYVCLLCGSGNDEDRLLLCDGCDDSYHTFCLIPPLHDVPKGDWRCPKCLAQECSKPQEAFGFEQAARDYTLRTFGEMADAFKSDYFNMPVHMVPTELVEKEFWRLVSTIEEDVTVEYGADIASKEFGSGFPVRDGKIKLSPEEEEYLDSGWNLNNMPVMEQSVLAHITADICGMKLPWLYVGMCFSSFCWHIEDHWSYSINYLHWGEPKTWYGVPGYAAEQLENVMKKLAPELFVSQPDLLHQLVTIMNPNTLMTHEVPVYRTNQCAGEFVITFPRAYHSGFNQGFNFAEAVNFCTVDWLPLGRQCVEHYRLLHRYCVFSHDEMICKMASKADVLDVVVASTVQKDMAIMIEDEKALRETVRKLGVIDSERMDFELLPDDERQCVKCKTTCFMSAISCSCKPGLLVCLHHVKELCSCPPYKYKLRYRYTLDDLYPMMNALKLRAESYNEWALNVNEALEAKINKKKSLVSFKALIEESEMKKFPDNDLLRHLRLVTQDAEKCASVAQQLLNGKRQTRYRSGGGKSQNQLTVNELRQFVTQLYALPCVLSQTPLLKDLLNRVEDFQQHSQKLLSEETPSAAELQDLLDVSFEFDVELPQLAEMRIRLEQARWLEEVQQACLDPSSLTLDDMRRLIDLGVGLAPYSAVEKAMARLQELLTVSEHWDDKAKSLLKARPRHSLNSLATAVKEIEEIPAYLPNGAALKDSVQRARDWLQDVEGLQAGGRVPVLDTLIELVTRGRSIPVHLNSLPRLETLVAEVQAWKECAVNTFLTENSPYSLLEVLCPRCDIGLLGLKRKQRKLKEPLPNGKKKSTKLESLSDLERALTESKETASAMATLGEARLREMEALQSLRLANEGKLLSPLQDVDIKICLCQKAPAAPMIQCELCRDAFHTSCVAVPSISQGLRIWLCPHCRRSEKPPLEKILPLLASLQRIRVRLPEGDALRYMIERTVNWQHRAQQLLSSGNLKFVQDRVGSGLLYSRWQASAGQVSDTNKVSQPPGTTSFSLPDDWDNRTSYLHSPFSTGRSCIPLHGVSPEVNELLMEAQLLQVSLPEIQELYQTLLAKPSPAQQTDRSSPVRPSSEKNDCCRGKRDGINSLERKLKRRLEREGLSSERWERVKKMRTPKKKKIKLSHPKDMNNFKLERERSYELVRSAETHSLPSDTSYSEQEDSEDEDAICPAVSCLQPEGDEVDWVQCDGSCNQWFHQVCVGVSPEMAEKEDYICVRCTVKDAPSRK
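Coupled FDH/NAD⁺ fluorescence readout. KDM5BΔAP 200 nM final; compound titration, 10 min RT preincubation; substrate mix 12.5 µM H3K4me3, 25 µM 2-OG, 50 µM Fe(II), 100 µM ascorbate, 0.25 mM NAD⁺, 0.25 U/mL FDH; ΔRFU over 30 min.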
Numbers without * were called inactive; ? = inconclusive; [ ] = remark or other dose. Potency means the concentration at half of the fitted maximal effect.

nr | Compound | KDM5B inhibitor
1 | CC(NC(=O)C1CCCc2ccccc21)c1ccc(Br)cc1 (stereo not given) | 19%
2 | Cc1ccc2nc(-c3ccc(N4CCOCC4)cc3)c(Nc3ccccc3C)n2c1 | ?
3 | CCOC(=O)c1c(-c2ccc(C)cc2)csc1NC(=O)c1cc(=O)c2ccc(C)cc2o1 | -14%[11.5 µM]
4 | O=C(CN1C(=O)CNC1=O)NC1CCCN(Cc2ccccn2)C1 (stereo not given) | ?
5 | CCc1nc2c(c(-c3ccc(OC)cc3)n1)CN([S+](=O)([O-])c1cccs1)CC2 | ?
6 | COCCN1CCCCCC(O)c2cc(C(=O)N(CCN(C)C)Cc3ccccc3)ccc21 (stereo not given) | -29%
7 | CNC(=O)c1ccc(NC(=O)c2ccc(C(C)(C)C)cc2)cc1 | 12%
8 | Cc1ccc(S(=O)(=O)Nc2ccc(C)n(CC(=O)N(C)C)c2=O)cc1 | -35%
9 | CCOc1ccc(C(=O)N[C@@H]2[C@@H](Cc3ccccc3)[C@H]3OCC[C@@H]23)o1 | -19%
10 | Cc1cc(SCC(=O)Nc2nsc(-c3ccc(C(C)(C)C)cc3)n2)nc2ccccc12 | 6%
11 | COCCCN1CCC(Cn2cnc3cn(C)nc3c2=O)C1 (stereo not given) | -9%
12 | Cc1cc(C)c2nc(N3CCC(C(=O)NCc4ccccc4C)CC3)sc2c1 | 11%
13 | COCCNc1nc2c(S(=O)(=O)c3c(C)cc(C)cc3C)nnn2c2ccccc12 | ?
14 | Cc1ccc(NC(=O)CCC2CCN(C(=O)c3ccccc3F)CC2)cc1 | 12%
15 | CCCc1nc2c(-c3ccc(Cl)cc3)c(C)[nH]n2c(=O)c1Cl | -6%
16 | O=C(NC1CCCCC1)N1CCC(c2noc(-c3cccnc3)n2)C1 (stereo not given) | 30%
17 | CC(C)(C)C(=O)NC1CCN(c2nc3ncccc3o2)CC1 | 25µM*
18 | COc1ccc2c(c1)c(=O)c(S(=O)(=O)c1ccccc1)cn2CC(=O)Nc1ccc(C)c(Cl)c1 | ?
19 | Cc1ccc(-n2c(C3CCN(C(=O)c4cc(F)ccc4Cl)CC3)n[nH]c2=O)cc1 | -3%
20 | COc1ccc(CN2C[C@H]3CN(Cc4cnn(C)c4)CCN3C2=O)cc1 | ?
21 | CCn1c(SCC(=O)Nc2ccc(C)cc2)nc2nc3c(cc2c1=O)COC(C)(C)C3 | -5%
22 | CCc1nnc(NC(=O)c2cc(-c3ccc(C)cc3)nc3ccccc23)s1 | -9%
23 | CCCCCC(=O)Nc1nc2c(s1)C[C@@H]1[C@](C)(CO)[C@H](O)CC[C@@]1(C)[C@@H]2CC(=O)N1CCCCC1 | 6%
24 | CC(=O)c1ccc(N2CCN(S(=O)(=O)c3ccc(-c4cnc(C5CC5)o4)cc3)CC2)cc1 | ?
25 | CC1(C)CC(=O)C2=C(C1)NC(Nc1nc3ccccc3o1)=NC2c1ccc(F)cc1 (stereo not given) | 14%
26 | CCc1[nH]c(C(=O)OC(C)C(=O)NC2CCCC2)c(C)c1C(=O)OC (stereo not given) | -3%
27 | CN(C(=O)CSc1nnc(-c2ccccc2F)o1)C1CCCCC1 | -3%
28 | CC(C)c1ccc(NC(=O)CCS(=O)(=O)c2ccc(Br)s2)cc1 | -38%
29 | CCOCCOc1nc2c(c(=O)n(C)c(=O)n2C)n1Cc1ccccc1 | 11%
30 | Cc1cccc(N2CCN(C(=O)c3cc4c(=O)n(C)c5ccccc5c4s3)CC2)c1C | -16%
31 | Cc1ccc(NC(=O)N2CC3CCCN3c3ccccc32)cc1Cl (stereo not given) | ?
32 | Cn1cnnc1CC1CCCN(C(=O)Nc2ccccc2)C1 (stereo not given) | -12%
33 | COc1cc(C(=O)Nc2ccc3[nH]c(=O)sc3c2)cc(OC)c1OC | -29%
34 | COc1cccc(OCC(O)CN2CCN(c3ccc(F)cc3)CC2)c1 (stereo not given) | 12%
35 | COc1ccc(NC(=O)c2c(NC(=O)COc3ccccc3)sc3c2CCC(C)C3)cc1 (stereo not given) | 8%
36 | COc1ccccc1C(=O)N1CCC(N2CCN(c3ccccc3OC)CC2)CC1 | ?
37 | O=C1NCc2ccccc2CC12CCN(Cc1ccccc1OC(F)(F)F)C2 (stereo not given) | 7%[115 µM]
38 | Cc1ccccc1OCC(=O)NS(=O)(=O)c1ccc(Cl)cc1 | -3%
39 | CSc1cccc(NC(=O)c2sccc2C)c1 | 5%
40 | COc1cc(NC(=O)Cn2c(=O)n(CC(=O)NCCc3ccc(OC)c(OC)c3)c(=O)c3sccc32)cc(OC)c1 | -4%
41 | CCCn1nc(C(=O)NCC2CCCCC2)c2ccccc2c1=O | 8%
42 | COc1cccc(CC(=O)N[C@@H]2C[C@H](Cn3cc(-c4cccnc4)nn3)[C@@H](O)[C@H]2O)c1 | ?
43 | CC1Oc2ccc(NC(=O)C3CC3)cc2CN(Cc2cc(F)cc(F)c2)C1=O (stereo not given) | -1%
44 | CC(C)(C)C(=O)NCC(O)COc1ccc(C(F)(F)F)cc1 (stereo not given) | -1%
45 | O=C(Nc1ccccc1N1CCN(C(=O)c2ccccc2)CC1)c1ccco1 | 23%
46 | CCN(CC)Cc1cnc2c(C(=O)N3CCC(N4CCCC4)CC3)cnn2c1 | ?
47 | CCOc1ccc(C(=O)N2CCC(N3C(=O)CCC3C(=O)NC(C)C)CC2)cc1 (stereo not given) | -5%
48 | O=C(c1ccc(Cl)cc1)N1CCC2(CC1)C(=O)NCN2Cc1ccc(Cl)cc1 | 1%[115 µM]
49 | CC(C)CC(=O)NCc1nc2cccnc2n1Cc1ccccc1 | -11%
50 | COc1ccc(C(=O)N[C@@H]2CCC[C@@H]2C(=O)NCCc2c[nH]c3ccc(OC)cc23)cc1 | -12%

Next results
nr | Compound | KDM5B inhibitor
51 | O=C(NC1CCCCC1)N[C@H]1CO[C@H]2[C@@H]1OC[C@H]2O | 29%[115 µM]
52 | FC(F)(F)c1ccnc(NCc2ccco2)n1 | -7%
53 | O=C(Nc1cccc(-c2ccc(N3CCOCC3)nn2)c1)Nc1cccc(Cl)c1F | ?
54 | Cc1ccn2c(F)c(C(F)(F)F)nc2c1 | 9%
55 | CCCCOc1ccc(C(=O)Nc2ccc3c(c2)CCCN3S(=O)(=O)c2ccc(C)cc2)cc1 | -13%
56 | COCCN1CCCCCC(O)c2cc(C(=O)N3CCN(CC(C)C)CC3)ccc21 (stereo not given) | ?
57 | Cc1ccc(/C=N/NC(=O)c2ccc(OC3CCCC3)cc2)o1 | -20%
58 | N#Cc1cc2c(nc1N1CCN(C3CCCC3)C(CCO)C1)CCCC2 (stereo not given) | 28µM*
59 | COc1ccc2ccc(OC(=O)c3ccccc3)cc2c1 | 7%
60 | Cc1ccccc1OCCSc1nc2ccccc2n1CC(O)CO (stereo not given) | 5%
61 | CC(C)N1CCCC2(CCN(C(=O)c3cn[nH]c3-n3cnnn3)C2)C1=O (stereo not given) | 10%
62 | CN(Cc1ccccc1C(F)(F)F)C(=O)Nc1ccc(Cl)cc1 | 11%[86.2 µM]
63 | Cn1nc(C(=O)Nc2nc3c(s2)CN(C(=O)OC(C)(C)C)CC3)c2ccccc2c1=O | 6%
64 | Cc1cc(NC(=O)COC(=O)C2(c3ccc(Cl)cc3)CC2)no1 | 1%
65 | CCOc1ccccc1NC(=O)N1CCCC(Cn2cnc3cccnc32)C1 (stereo not given) | -8%
66 | COc1cc(NC(=O)Cn2c(-c3ccc(Cl)cc3)nc(C)c(CCO)c2=O)cc(OC)c1 | -8%
67 | COc1ccc(Oc2c(C)oc3cc(OCC(=O)NCc4ccccc4)ccc3c2=O)cc1 | -6%
68 | COC(=O)CC(NC(=O)c1cc(C)nc2c1cnn2C(C)C)c1ccccc1Cl (stereo not given) | -8%
69 | CC(=O)Nc1ccc(C(=O)Nc2cnc3ccccc3c2)cc1 | -15%
70 | COC1C(=O)N(CC2CC2)C12CCN(S(=O)(=O)C(C)C)CC2 (stereo not given) | -22%
71 | CCOC(=O)N/N=C/c1ccccc1OCC(=O)O | 10%
72 | CC(=O)c1cccc(NC(=O)C2CCN(S(=O)(=O)c3ccc4[nH]c(=O)ccc4c3)CC2)c1 | -30%
73 | COc1ccc(C(=O)OC2CCCCC2=O)cc1OC (stereo not given) | 10%
74 | Cn1nc(C(=O)NCc2cccc(Cl)c2)c2c1-c1ccccc1SC2 | ?
75 | CN(Cc1nc2ccccc2s1)C(=O)c1cccc(S(=O)(=O)Nc2ccccc2F)c1 | 7%
76 | O=C(NCc1ccccc1)C1CCN(C(=O)c2ncn3c2COC(c2ccccc2)C3)CC1 (stereo not given) | -12%
77 | CC(C)c1cc(C(=O)NCC2OCCc3ccccc32)nc2ncnn12 (stereo not given) | -9%
78 | CN(CCc1ccccc1)Cc1cnc(S(C)(=O)=O)n1Cc1ccccc1F | 19%
79 | O=S(=O)(c1ccccc1)c1nc(-c2ccc(Cl)cc2Cl)oc1N1CCCCC1 | -63%
80 | Cc1ccc(C)c(S(=O)(=O)Nc2cccc(S(=O)(=O)C3CCCC3)c2)c1 | 10%
81 | CNC(=O)c1ccc(CN2CC3(CCN(C(C)=O)CC3)CC2C(=O)O)o1 (stereo not given) | ?
82 | CC(C)(C)OC(=O)N1CCC[C@H]1c1nnc(SCc2ccccc2)o1 | -11%
83 | CCOC(=O)COc1ccc2c(=O)c(-c3ccc(OC)c(OC)c3)c(C(F)(F)F)oc2c1 | -8%
84 | O=c1oc2cc(O)ccc2cc1-c1nnc(Nc2ccccc2F)s1 | -11%
85 | Cc1cc(C)c2nc(NCc3ccccc3O)sc2c1 | 3%
86 | COC(=O)c1ccccc1NC(=O)c1ccc2nc(Cc3ccccc3)oc2c1 | ?
87 | C1CNCC(c2nc(CCOCC3CC3)no2)C1 (stereo not given) | 126%[activator]
88 | Cc1ccc(C2(O)CCN(C(=O)[C@@H](N)Cc3cnc[nH]3)CC2)nc1 | 18%
89 | CC(=O)c1ccc(N2CCN(C(=O)c3cc(F)c(F)cc3C)CC2)c(F)c1 | -5%
90 | CCOc1cc(=O)n2c(c1C(=O)Nc1ccc(Cl)cc1Cl)CCCC2 | -3%
91 | Cc1ccccc1NS(=O)(=O)c1ccc2[nH]c3c(c2c1)CCCCC3 | ?
92 | CCc1ccc(C(=O)N2C[C@@H](CO)[C@H](c3ccccn3)C2)cc1 | 13%
93 | CCO[C@H]1CN(C(=O)CCc2ccc(-c3ccc(Cl)cc3)[nH]2)C[C@@H]1O | 28µM*
94 | COc1ccc(C(=O)Oc2ccc(-c3ccccc3)cc2)cc1 | -1%
95 | Cc1cc(NC(=O)c2ccc(Br)o2)no1 | 29%
96 | COc1ccc(-c2nn(C)c3sc(C(=O)N4CCN(c5ccccc5F)CC4)cc23)cc1OC | ?
97 | CCC1=C(c2ccc(C)cc2)S(=O)(=O)N=C1N1CCC(C(=O)NCc2ccc(C)cc2)CC1 | -13%
98 | CC(=O)c1cccc(NC(=O)CCS(=O)(=O)c2cc3c(cc2C)NC(=O)CO3)c1 | 6%
99 | CN(CC(=O)NC(=O)NCc1ccco1)Cc1ccc(F)cc1 | -8%
100 | CC(C)CNC(=O)/C=C/c1ccccc1 | 14%

Other compounds follow:
nr | Compound | KDM5B inhibitor
101 | CC(C)COC(=O)COc1ccc2c(=O)c(Oc3ccccc3Cl)coc2c1 | 14%
102 | O=C(c1ccc2ccccc2n1)N1CCN(C(=O)N2CC3CC(C2)[C@H]2CCCC(=O)N2C3)CC1 (stereo not given in full) | -10%
103 | Cc1ccc(-c2cc(C(=O)N3CCC(Cc4nncn4CC4CC4)CC3)c3ccccc3n2)cc1C | 22µM*
104 | O=C(OCCCN1CCOCC1)c1ccc(O)c(O)c1 | ?
105 | COc1ccc2cc(C(=O)NCC(=O)Nc3cccc(Cl)c3C)c(C)nc2c1 | -12%
106 | Cc1ccccc1NC(=O)N1CCC(CCNC(=O)c2ccco2)CC1 | 5%
107 | COCc1ccc(C(=O)N2CCNCC(C(=O)O)C2)cc1 (stereo not given) | 21%
108 | COc1ccc(S(=O)(=O)N(CC(=O)NCc2ccncc2)c2ccc(C)cc2)cc1Br | 15%
109 | COc1cc(NC(=O)c2ncoc2-c2ccco2)cc(OC)c1 | 35%
110 | CCCCN(C(=O)c1cccc(S(=O)(=O)N2CCCCC2)c1)C1CCS(=O)(=O)C1 (stereo not given) | -15%
111 | COc1cccc(N2C(=O)C(CC(=O)Nc3ccc(F)cc3)N(CCC3=CCCCC3)C2=O)c1 (stereo not given) | ?
112 | COc1ccc(OC)c(S(=O)(=O)N2C[C@@H](Oc3cccnc3)C[C@H]2C(N)=O)c1 | -26%
113 | Cc1ccccc1C1CC(=O)N(c2ccc(F)cc2)C2=C1C(=O)CCC2 (stereo not given) | -3%
114 | CNC(=O)c1c(NC(=O)/C=C/c2ccccc2)sc2c1CCC2 | ?
115 | Cc1sc(NC(=O)CC2(CC(=O)O)CCCCC2)c(C(N)=O)c1-c1ccccc1 | -6%
116 | O=C(c1ccoc1)N1CCC(Oc2ncccc2C(=O)N2CCOCC2)C1 (stereo not given) | -12%
117 | Cc1cccc(-n2c(=O)c3c(c4cc(C)ccc4n3C)n(CC(=O)NCCC3=CCCCC3)c2=O)c1 | ?

Source: PubChem BioAssay

A portion of the library; rates above refer to the full screens.
